# STK33 inh: STK33 kinase inhibitors, primary screen, biochemical, luminescence, ADP-Glo, MBP substrate | Serine/threonine-protein kinase 33 (Homo sapiens), Q9BYT3 | inhibition, % at 12.5 µM | 0.44% of 27,000 active; in the data active = inhibition above about 20%; inconclusive = no clear call, values can overlap the other calls
# Target sequence (Q9BYT3 whole entry, looked up): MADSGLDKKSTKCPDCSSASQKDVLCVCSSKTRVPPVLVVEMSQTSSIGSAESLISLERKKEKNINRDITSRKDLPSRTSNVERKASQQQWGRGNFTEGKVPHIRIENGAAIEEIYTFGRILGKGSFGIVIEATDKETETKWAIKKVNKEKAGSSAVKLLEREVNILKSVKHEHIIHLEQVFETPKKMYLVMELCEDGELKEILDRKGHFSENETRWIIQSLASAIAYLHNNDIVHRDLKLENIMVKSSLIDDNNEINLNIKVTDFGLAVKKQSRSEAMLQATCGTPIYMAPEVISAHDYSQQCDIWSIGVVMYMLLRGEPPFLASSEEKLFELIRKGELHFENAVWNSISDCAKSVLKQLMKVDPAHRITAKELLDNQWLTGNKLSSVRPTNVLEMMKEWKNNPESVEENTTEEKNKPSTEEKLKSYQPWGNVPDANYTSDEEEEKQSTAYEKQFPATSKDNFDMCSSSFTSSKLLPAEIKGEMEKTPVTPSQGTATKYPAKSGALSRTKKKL
# mut p53 react: mutant p53 pathway re-activators, primary screen, cell-based, SW480, luciferase, single point, HTS. SW480 PUMA-promoter luciferase, p53 mutant reactivation. activation, % at 9.98 µM. 1.5% of 28,000 active; in the data active = activation above about 52%; inconclusive = no clear call, values can overlap the other calls
# * hit, by the source's call; ? = inconclusive; · = not tested or not shown.
# Sample of the layout (four entries):
# Under each structure: STK33 inh | mut p53 react
C[C@@H]1CN([C@H](C)CO)C(=O)Cc2cc(NC(=O)NC3CCCCC3)ccc2O[C@H]1CN(C)C(=O)Nc1ccc2c(c1)OCO2
    -3 | 9
Cc1noc(C)c1S(=O)(=O)N(C)C[C@@H]1Oc2c(NC(=O)C3CCOCC3)cccc2C(=O)N([C@H](C)CO)C[C@@H]1C
    · | 9
CC(C)NC(=O)N(C)C[C@@H]1OCCCC[C@@H](C)Oc2ccc(NC(=O)Nc3ccc(C(F)(F)F)cc3)cc2C(=O)N([C@@H](C)CO)C[C@H]1C
    · | -59
CC1OC(=O)CC2C(C(=O)O)=CC3CC(C)(C)CC312 (centres undefined)
    -7 | -4

# The listing, from the start:
# Under each structure: STK33 inh | mut p53 react
C[C@@H]1CN([C@H](C)CO)C(=O)Cc2cc(NC(=O)NC3CCCCC3)ccc2O[C@H]1CN(C)C(=O)Nc1ccc2c(c1)OCO2
    -3 | 9
Cc1noc(C)c1S(=O)(=O)N(C)C[C@@H]1Oc2c(NC(=O)C3CCOCC3)cccc2C(=O)N([C@H](C)CO)C[C@@H]1C
    · | 9
CC(C)NC(=O)N(C)C[C@@H]1OCCCC[C@@H](C)Oc2ccc(NC(=O)Nc3ccc(C(F)(F)F)cc3)cc2C(=O)N([C@@H](C)CO)C[C@H]1C
    · | -59
CC1OC(=O)CC2C(C(=O)O)=CC3CC(C)(C)CC312 (centres undefined)
    -7 | -4
C[C@H]1CN([C@@H](C)CO)C(=O)Cc2cc(NC(=O)c3ccncc3)ccc2O[C@H]1CN(C)S(=O)(=O)c1ccccc1
    0 | -2
Cc1noc(C)c1NC(=O)N(C)C[C@@H]1Oc2cc(C#CCC(C)C)ccc2S(=O)(=O)N([C@@H](C)CO)C[C@@H]1C
    · | -9
O=C(CCN1C(=O)C2C3c4ccccc4C(c4ccccc43)C2C1=O)Oc1ccccc1[N+](=O)[O-] (centres undefined)
    2 | -11
C[C@@H]1CN([C@H](C)CO)S(=O)(=O)c2ccc(-c3cncnc3)cc2O[C@H]1CN(C)C(=O)Cc1ccccc1
    · | -1
C[C@@H]1CN([C@H](C)CO)C(=O)c2cccc(NC(=O)C3CCCCC3)c2O[C@H]1CN(C)S(=O)(=O)c1ccccc1
    · | 10
C[C@H]1CN([C@@H](C)CO)C(=O)Cc2cc(NS(=O)(=O)c3cn(C)cn3)ccc2O[C@@H]1CN(C)Cc1ccc(-c2ccccc2)cc1
    6 | ·

# Next part.
# Under each structure: STK33 inh | mut p53 react
COC(=O)c1ccccc1NC(=O)CN(C)S(=O)(=O)c1ccccc1
    -8 | 19
C[C@H]1CCCCO[C@@H](CN(C)S(=O)(=O)c2cccs2)[C@@H](C)CN([C@@H](C)CO)C(=O)c2cc(NC(=O)Nc3ccc(F)cc3)ccc2O1
    · | -25
C[C@@H]1CN([C@H](C)CO)C(=O)c2cccc(NC(=O)Nc3ccc(F)cc3)c2O[C@H]1CN(C)Cc1ccc(C(=O)O)cc1
    · | -4
COC(=O)c1cccc(-n2c(CCC(=O)O)ccc2-c2ccc(C)cc2)c1
    -2 | 3
CC(C)c1ccccc1OCC(=O)Nc1sc2c(c1C(N)=O)CCCC2
    6 | 24
Cc1noc(C)c1S(=O)(=O)Nc1cccc2c1O[C@H](CN(C)S(=O)(=O)c1c(C)noc1C)[C@H](C)CN([C@@H](C)CO)C2=O
    · | 8
O=C(COc1ccccc1[N+](=O)[O-])Nc1ccc2oc(-c3ccc(Cl)cc3)nc2c1
    2 | -3
C[C@H]1CN([C@@H](C)CO)C(=O)Cc2cc(NC(=O)CCN3CCOCC3)ccc2O[C@H]1CN(C)Cc1ccc(C(F)(F)F)cc1
    1 | ·
COc1cc2c(cc1OC)CN(C(=O)[C@H]1[C@@H]3C(=O)O[C@@H](c4ccccc4)[C@@H](c4ccccc4)N3[C@@H](c3ccccc3OCCO)[C@]13C(=O)Nc1ccc(C#CCCO)cc13)CC2
    14 | ·
C[C@H]1CN([C@@H](C)CO)C(=O)Cc2cc(NC(=O)C3CCCCC3)ccc2O[C@@H]1CN(C)Cc1ccncc1
    -2 | ·

# Next part.
# Under each structure: STK33 inh | mut p53 react
C[C@H](CO)N1C[C@H](C)[C@H](CN(C)C(=O)Nc2ccc3c(c2)OCO3)Oc2ncc(/C=C/c3ccccc3)cc2C1=O
    1 | ·
C[C@@H]1CN([C@@H](C)CO)C(=O)c2cc(N(C)C)ccc2O[C@H]1CN(C)S(=O)(=O)c1cccs1
    · | 4
C/C=C/c1cnc2c(c1)C(=O)N([C@H](C)CO)C[C@@H](C)[C@@H](CN(C)C(=O)c1ccc3c(c1)OCO3)O2
    · | 5
CC(C)[N+]1(C)[C@@H]2CC[C@@H]1CC(OC(=O)C(CO)c1ccccc1)C2 (some centres undefined)
    -2 | 3
CCC(=O)OC1(C(=O)CCl)[C@@H](C)C[C@H]2[C@@H]3CCC4=CC(=O)C=C[C@]4(C)[C@@]3(F)[C@@H](O)C[C@@]21C (some centres undefined)
    2 | -7
C[C@@H]1CN([C@@H](C)CO)C(=O)CCCn2nncc2CO[C@@H]1CN(C)C(=O)c1ccncc1
    -2 | 8
CC(C)NC(=O)Nc1cccc2c1O[C@@H](CN(C)Cc1ccc(C(F)(F)F)cc1)[C@@H](C)CN([C@@H](C)CO)C2=O
    · | -3
C[C@H](CO)N1C[C@H](C)[C@H](CN(C)S(=O)(=O)c2ccc(Cl)cc2)Oc2ccc(NC(=O)Nc3ccccc3)cc2C1=O
    -2 | ·
Cc1ccccc1-c1nc(SCC(=O)c2cccc([N+](=O)[O-])c2)n[nH]1
    2 | 26
COc1ccc(CC(=O)Nc2ccc(S(N)(=O)=O)cc2)cc1OC
    -1 | -17

# Brought forward from above: 4 entries, then new ones.
# Under each structure: STK33 inh | mut p53 react
CC(C)NC(=O)Nc1cccc2c1O[C@@H](CN(C)Cc1ccc(C(F)(F)F)cc1)[C@@H](C)CN([C@@H](C)CO)C2=O
    · | -3
C[C@H](CO)N1C[C@H](C)[C@H](CN(C)S(=O)(=O)c2ccc(Cl)cc2)Oc2ccc(NC(=O)Nc3ccccc3)cc2C1=O
    -2 | ·
Cc1ccccc1-c1nc(SCC(=O)c2cccc([N+](=O)[O-])c2)n[nH]1
    2 | 26
COc1ccc(CC(=O)Nc2ccc(S(N)(=O)=O)cc2)cc1OC
    -1 | -17
C[C@H](CO)N1C[C@H](C)[C@@H](CN(C)Cc2ccccn2)Oc2ncc(C#CCc3ccccc3)cc2C1=O
    · | -6
COc1ccc(C(NC(C)=O)c2ccc3cccnc3c2O)cc1OC (centres undefined)
    2 | -42
COC1=CC(=O)O/C1=C(/OC)[C@@H]1O[C@H]1c1ccccc1
    1 | -6
C[C@H]1CN([C@@H](C)CO)C(=O)c2cc(NC(=O)Nc3ccc4c(c3)OCO4)ccc2O[C@@H]1CN(C)Cc1ccccc1
    -4 | ·
CC(C)NC(=O)Nc1ccc2c(c1)C(=O)N([C@H](C)CO)C[C@H](C)[C@@H](CN(C)Cc1ccccc1)OCCCC[C@@H](C)O2
    -4 | -1
C[C@H]1CN([C@@H](C)CO)C(=O)c2cc(NC(=O)Nc3ccc(F)cc3)ccc2O[C@@H]1CN(C)CC1CCCCC1
    3 | ·
CC(C)NC(=O)Nc1ccc2c(c1)C(=O)N([C@H](C)CO)C[C@@H](C)[C@H](CN(C)S(=O)(=O)c1ccccc1)OCCCC[C@@H](C)O2
    · | -7
COc1ccc(CN(C)C[C@H]2Oc3c(NC(=O)C4CCOCC4)cccc3C(=O)N([C@H](C)CO)C[C@@H]2C)cc1
    · | -3
CC(C)(C)S(=O)(=O)Cc1nc(-c2cccc(F)c2)cs1
    · | 35
COc1cccc(NC(=O)N(C)C[C@H]2OCc3cnnn3CCCC(=O)N([C@@H](C)CO)C[C@@H]2C)c1
    3 | ·

# New compounds follow:
# Under each structure: STK33 inh | mut p53 react
C[C@@H]1CN([C@@H](C)CO)C(=O)c2cc(NC(=O)c3ccncc3)ccc2O[C@@H](C)CCCCO[C@H]1CN(C)C
    · | 10
C[C@@H]1CN([C@@H](C)CO)C(=O)Cc2cc(NC(=O)C3CC3)ccc2O[C@@H]1CN(C)Cc1ccc(Oc2ccccc2)cc1
    -3 | 4
CCOc1ccccc1NC(=O)COc1cc(N2CCOCC2)c2ccccc2c1Cl
    1 | -4
C[C@@H]1CN([C@H](C)CO)C(=O)Cc2cc(NS(=O)(=O)c3ccccc3)ccc2O[C@H]1CN(C)CC1CC1
    3 | ·
CCC(C)[C@@H](CO[C@@H](Cc1ccccc1)C(=O)N[C@@H](CCS(C)(=O)=O)C(=O)OC(C)C)NC[C@@H](N)CS (some centres undefined)
    1 | -20
C[C@@H]1CN([C@@H](C)CO)C(=O)c2cc(N(C)C)ccc2O[C@H]1CN(C)S(=O)(=O)c1ccc(Cl)cc1
    · | -2
CCOC(=O)c1sc(NC(=O)CSc2nc3c(c(C(F)(F)F)n2)CCCC3)c(C#N)c1C
    0 | 11
Cc1nc(SCC(=O)Nc2c(C)cccc2C)n[nH]1
    -9 | -9
C[C@H]1CN([C@@H](C)CO)C(=O)c2cccc(NS(=O)(=O)c3cn(C)cn3)c2O[C@H]1CN(C)C(=O)Nc1ccccc1
    · | 16
C[C@@H]1CN([C@@H](C)CO)C(=O)c2cc(NS(=O)(=O)c3ccccc3)ccc2O[C@@H](C)CCCCO[C@@H]1CN(C)C(=O)Nc1ccccc1
    · | -4

# The list continues:
# Under each structure: STK33 inh | mut p53 react
Cc1ccc(S(=O)(=O)Nc2ccc3c(c2)CC(=O)N([C@H](C)CO)C[C@@H](C)[C@H](CN(C)C(=O)NC(C)C)O3)cc1
    2 | ·
C[C@H](CO)N1C[C@H](C)[C@H](CN(C)Cc2ccc(-c3ccccc3)cc2)Oc2ccc(NC(=O)Cc3ccccc3)cc2CC1=O
    3 | ·
COc1ccccc1C(=O)N(Cc1nnc2c3ccccc3c(C)nn12)c1ccccc1
    -1 | 11
C[C@@H]1CN([C@H](C)CO)C(=O)c2cccc(NC(=O)c3ccc(-c4nccs4)cc3)c2O[C@@H]1CN(C)CC1CCCCC1
    · | 3
CCn1c(SCC(=O)Nc2ccc(C(C)=O)cc2)nc2nc3c(cc2c1=O)CCCC3
    1 | 1
CC(=O)Nc1ccc(C(=O)Nc2ccc(OCC(=O)O)cc2)cc1
    1 | -4
C[C@H](CO)N1C[C@H](C)[C@@H](CN(C)C(=O)Cc2ccccc2)Oc2ncc(-c3ccc(F)cc3)cc2C1=O
    · | 7
CC1(C)CC(=O)C(C=NCCN2CCN(C(=O)Nc3ccc(Cl)c(Cl)c3)CC2)=C(O)C1
    · | 12
C[C@H](CO)N1C[C@H](C)[C@@H](CN(C)Cc2ccc3c(c2)OCO3)Oc2ccc(NS(=O)(=O)c3cn(C)cn3)cc2CC1=O
    · | 3
O=C(c1c[nH]c2ccccc12)C(O)C(c1ccccc1)N1CCOCC1 (centres undefined)
    -3 | 0

# (continued)
# Under each structure: STK33 inh | mut p53 react
Cc1c(Br)c([N+](=O)[O-])nn1CC(=O)Nc1cccnc1
    -3 | -8
CCc1cc(C(=O)OC)c(NC(=O)CC2Sc3ccc(C(F)(F)F)cc3NC2=O)s1 (centres undefined)
    26* | -5
C[C@@H]1CN([C@@H](C)CO)C(=O)CCCn2cc(nn2)CO[C@H]1CN(C)S(C)(=O)=O
    -3 | ·
CNC[C@@H]1Oc2ccc(NS(=O)(=O)c3c(C)noc3C)cc2CC(=O)N([C@@H](C)CO)C[C@@H]1C
    2 | ·
COc1ccc(CN(C)C[C@@H]2Oc3c(NS(=O)(=O)c4ccc(OC)cc4)cccc3C(=O)N([C@H](C)CO)C[C@H]2C)cc1
    · | 5
Cc1cc(C)nc(NC(=O)NC(=O)COc2ccc(Cl)cc2Cl)n1
    -2 | -11
COc1ccc(CCNc2nc(C)nc3c2sc2nc4c(cc23)COC(C)(C)C4)cc1OC
    -2 | 41
C[C@@H]1CN([C@@H](C)CO)C(=O)c2cccc(NC(=O)Nc3ccc(F)cc3)c2O[C@H]1CN(C)Cc1ccc(C(F)(F)F)cc1
    · | -25
COc1ccc(NC(=O)CN2C(=O)COc3ccc(Cl)cc32)cc1
    2 | 5
C[C@H]1CN([C@@H](C)CO)C(=O)c2cc(NS(=O)(=O)c3cn(C)cn3)ccc2O[C@@H]1CN(C)C(=O)NC1CCCCC1
    2 | 1

# Additional entries follow.
# Under each structure: STK33 inh | mut p53 react
Cc1noc(C)c1S(=O)(=O)N(C)C[C@H]1OCCCC[C@H](C)Oc2ccc(NS(=O)(=O)c3ccc(F)cc3)cc2C(=O)N([C@H](C)CO)C[C@@H]1C
    · | -3
Cc1noc(C)c1NC(=O)N(C)C[C@H]1Oc2ccc(N(C)C)cc2CC(=O)N([C@H](C)CO)C[C@@H]1C
    · | 6
C=CCSc1n[nH]c(-c2ccc(C(F)(F)F)cc2)n1
    · | 111*
Cc1noc(C)c1NC(=O)N(C)C[C@@H]1Oc2ccc(NS(=O)(=O)c3ccc(Cl)cc3)cc2CC(=O)N([C@H](C)CO)C[C@H]1C
    1 | ·
C[C@@H]1CCCCO[C@H](CN(C)Cc2ccncc2)[C@@H](C)CN([C@H](C)CO)C(=O)c2cc(NS(C)(=O)=O)ccc2O1
    -3 | 9
Cc1noc(C)c1NC(=O)N(C)C[C@@H]1Oc2ccc(NS(=O)(=O)c3c(C)noc3C)cc2CC(=O)N([C@@H](C)CO)C[C@@H]1C
    -4 | ·
Cc1noc(C)c1S(=O)(=O)N(C)C[C@H]1Oc2ccc(NS(=O)(=O)c3cn(C)cn3)cc2CC(=O)N([C@H](C)CO)C[C@H]1C
    4 | -4
Cc1noc(C)c1S(=O)(=O)Nc1cccc2c1O[C@H](CN(C)Cc1ccccc1)[C@H](C)CN([C@H](C)CO)C2=O
    · | 5
COc1ccc(-c2cc(C(F)(F)F)n3nc(C(=O)N(C)Cc4cnn(C)c4C)cc3n2)cc1OC
    ? | 12
Cc1ccc(-c2nn3c(C)nnc3c3ccccc23)cc1S(=O)(=O)NCC1CCCO1 (centres undefined)
    4 | 11
O=S(=O)(N[C@@H]1CCCN(Cc2ccc(OCCO)cc2)C1)c1ccc(-c2ccccc2)cc1
    2 | ·
Cc1noc(C)c1S(=O)(=O)Nc1ccc2c(c1)CC(=O)N([C@@H](C)CO)C[C@H](C)[C@H](CN(C)S(=O)(=O)c1ccccc1)O2
    -2 | 4

# Screening data as filed in PubChem.

# Some of the compounds tested; rates above refer to the full screens.
